Screening results from PubChem.
COUP-TFII inh: NR2F2 (human) inhibition, primary screen; inhibition, % at 8.6 µM; HEK293T NGFI-A luciferase reporter, luminescence; hit rate 0.7% among 370,000;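 active = inhibition above a per-plate cutoff, mean inhibition of test wells between control levels plus 3 SD, cut at about 38% in these data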;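 note: cells cotransfected with COUP-TFII expression vector driving the NGFI-A reporter; 0% = median of COUP-TF2 test wells and 100% = reporter-only cells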
NR5A2 inv ag: NR5A2 inverse agonism in reporter assay. O00482. HEK293T StAR-luciferase reporter, LRH-1 transfected, 24 h. inhibition, % at 3.6 µM. hit rate 0.13% among 360,000;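 active = inhibition above the mean inhibition of all tested compounds plus 3 SD, cut at about 73% in these data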;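 note: 0% = DMSO wells and 100% = reporter-only cells lacking LRH-1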
CF NFkB block: cystic fibrosis NF-kB activation inhibition | KKLEB NF-kB-GFP reporter, PAF-induced, GFP fluorescence overnight | inhibition, % at 5 µM | hit rate 0.86% among 360,000 | AID 588850;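 active = at least 50% inhibition at 5 µM, scaled per plate between neutral and stimulator controls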;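 note: PAF is a Pseudomonas aeruginosa culture filtrate used as stimulus; plate controls were PAF-stimulated DMSO wells for no effect and unstimulated DMSO wells for full effect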
NCOA2 inhibitor: human SRC2 (NCOA2) inhibition; inhibition, % at 9 µM; AID 651957; HEK293 GAL4-SRC2 luciferase reporter, luminescence; hit rate 0.17% among 370,000; Q15596;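 active = inhibition above the mean inhibition of all tested compounds plus 3 SD, set per campaign, cut at about 52% in these data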;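 note: 0% = DMSO treated cells and 100% = cells given Gossypol at 36 µM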
Target sequence (Q15596 whole entry, looked up, the tested form may be a part): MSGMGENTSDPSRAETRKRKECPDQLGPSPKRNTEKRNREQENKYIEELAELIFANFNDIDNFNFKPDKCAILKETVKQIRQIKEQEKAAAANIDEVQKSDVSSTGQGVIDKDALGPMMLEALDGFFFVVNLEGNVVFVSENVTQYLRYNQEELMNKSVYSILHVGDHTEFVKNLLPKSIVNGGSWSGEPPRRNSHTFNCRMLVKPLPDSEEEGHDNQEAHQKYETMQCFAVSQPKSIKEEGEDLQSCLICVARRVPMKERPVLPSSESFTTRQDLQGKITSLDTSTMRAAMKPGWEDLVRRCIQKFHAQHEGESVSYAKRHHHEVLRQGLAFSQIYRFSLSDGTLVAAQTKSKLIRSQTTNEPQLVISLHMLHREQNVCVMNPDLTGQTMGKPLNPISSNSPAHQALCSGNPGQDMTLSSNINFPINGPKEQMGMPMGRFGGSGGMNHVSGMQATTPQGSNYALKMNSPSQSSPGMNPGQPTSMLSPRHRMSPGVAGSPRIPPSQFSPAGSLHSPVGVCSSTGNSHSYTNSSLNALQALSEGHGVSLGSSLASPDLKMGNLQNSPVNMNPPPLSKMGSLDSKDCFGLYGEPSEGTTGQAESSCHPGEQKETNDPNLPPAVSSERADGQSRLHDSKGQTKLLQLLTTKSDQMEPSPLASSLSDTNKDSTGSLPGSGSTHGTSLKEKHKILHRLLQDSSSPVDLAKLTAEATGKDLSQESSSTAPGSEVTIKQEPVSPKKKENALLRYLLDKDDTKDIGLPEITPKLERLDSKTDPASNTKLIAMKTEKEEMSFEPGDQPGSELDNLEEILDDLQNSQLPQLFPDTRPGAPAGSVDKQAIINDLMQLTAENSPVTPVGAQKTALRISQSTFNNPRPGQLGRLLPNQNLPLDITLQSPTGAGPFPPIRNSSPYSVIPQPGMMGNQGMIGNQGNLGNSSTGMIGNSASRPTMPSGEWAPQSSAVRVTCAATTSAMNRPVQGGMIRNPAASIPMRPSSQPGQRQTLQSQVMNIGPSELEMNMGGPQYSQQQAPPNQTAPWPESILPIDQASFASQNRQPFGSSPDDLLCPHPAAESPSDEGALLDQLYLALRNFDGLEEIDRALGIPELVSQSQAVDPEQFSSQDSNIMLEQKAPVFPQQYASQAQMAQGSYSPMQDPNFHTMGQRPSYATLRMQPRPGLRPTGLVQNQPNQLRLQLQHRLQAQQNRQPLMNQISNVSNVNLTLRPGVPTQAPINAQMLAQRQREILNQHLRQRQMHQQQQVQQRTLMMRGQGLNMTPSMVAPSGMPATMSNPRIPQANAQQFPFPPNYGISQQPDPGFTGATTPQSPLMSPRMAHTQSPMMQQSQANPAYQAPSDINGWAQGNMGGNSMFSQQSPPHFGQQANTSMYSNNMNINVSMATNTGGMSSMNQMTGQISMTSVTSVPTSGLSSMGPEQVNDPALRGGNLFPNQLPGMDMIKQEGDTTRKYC
NCOA3 inh: inhibitors of human steroid receptor coactivator 3 (SRC3). Q9Y6Q9. HEK293 GAL4-SRC3 luciferase reporter, luminescence. inhibition, % at 3.6 µM. hit rate 0.17% among 360,000;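 active = inhibition above a per-campaign cutoff, the mean of all compounds plus 3 SD, cut at about 60% in these data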;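 note: 0% = DMSO-treated cells and 100% = gossypol-treated cells at 36 µM; higher means less SRC3-driven luciferase light from the GAL4 reporter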
NCOA1 inh: inhibitors of human steroid receptor coactivator 1 (SRC1) | Q15788 | hit rate 0.12% among 360,000 | HEK293 GAL4-SRC1 luciferase reporter, luminescence | inhibition, % at 3.6 µM;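 active = inhibition above the campaign mean plus 3 SD, with each screening campaign given its own cutoff, cut at about 60% in these data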;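 note: 0% = DMSO treated cells and 100% = gossypol at 36 µM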
TWEAK Fn14 block: blocks TWEAK-Fn14 interaction in a reporter cell assay. TWEAK-stimulated Fn14 reporter cells, luciferase luminescence, 8 h. inhibition, % at 10 µM. hit rate 2% among 360,000; in the data active = inhibition above about 50%
EBV LMP1 NFkB: inhibitors of Epstein-Barr LMP1-induced NF-kappaB reporter; inhibition, % at 12.5 µM; LMP1-induced NF-kappaB luciferase reporter cells, luminescence; AID 504558; hit rate 0.69% among 350,000; in the data active = inhibition above about 41%;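 note: 0% = neutral control wells and 100% = reference inhibitor control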
C8 TRAIL sens: sensitizes caspase-8 expressing cells to TRAIL. NB7+C8 cells + TRAIL, ATPlite viability luminescence. inhibition (viability loss, TRAIL sensitization), % at 10 µM. hit rate 1% among 360,000;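 active = compounds causing at least 50% loss of cell viability in the single-dose screen, relative to plate controls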
KKLEB tox: counter-screen for CF NF-kB inhibitors: cytotoxicity | KKLEB CF airway cells viability, ATPlite luminescence, overnight; hits give low values; cells stimulated with P. aeruginosa culture filtrate | hit rate 0.36% among 360,000 | activity change (cytotoxicity), % at 5 µM;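 active = corrected activity change at or below -50% at 5 µM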
TROY NFkB inh: blocks TROY-dependent signaling in reporter cells; Q293 LMP1-TROYcd NF-kB luciferase reporter, 4 h; inhibition, % at 10 µM; hit rate 0.98% among 360,000; AID 1347056;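 active = compounds whose plate-normalised and pattern-corrected inhibition of the luciferase reporter signal at the single screening dose is 50% or more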
Active calls of the source: *.

SMILES,KKLEB tox,C8 TRAIL sens,TROY NFkB inh,NCOA1 inh,CF NFkB block,NCOA2 inhibitor,COUP-TFII inh,TWEAK Fn14 block,EBV LMP1 NFkB,NCOA3 inh,NR5A2 inv ag
CC1CCCCN1S(=O)(=O)c1ccc(S(=O)(=O)N2CCN(c3ccccc3)CC2)cc1 (stereo not drawn),-14,5,-30,-7,14,2,-1,-19,2,9,0
CCOC(=O)c1cc(=O)n(Cc2ccccc2C)c2ccccc12,-4,-4,10,4,13,-4,5,14,7,-5,-8
CCOc1ccc(N2C(=O)CC(n3nc(C)cc3C)C2=O)cc1 (stereo not drawn),8,9,-7,-13,2,8,-1,1,-7,0,-9
C/C(=N\NC(=O)CNC(=O)c1ccncc1)c1ccc(C)cc1,6,8,-2,7,10,0,2,-7,-6,16,6
COc1ccccc1NC(=O)c1ccc(NC(=O)c2nc3nccc(C)n3n2)cc1,-7,-5,-22,-8,8,-1,-2,-4,5,15,-1
O=C(CBr)N1CCc2ccccc2C(c2ccccc2)C1 (stereo not drawn),3,-13,1,3,-17,-58,-21,7,9,8,10
O=[N+]([O-])c1ccc(C(=S)N2CCC(Cc3ccccc3)CC2)cc1,-6,8,-7,9,22,8,2,15,2,-5,3
COc1ccccc1C1=NNC(=NCc2ccccc2)SC1,-1,-1,-2,-12,2,6,1,-9,-7,-16,-20
CCN(CC)S(=O)(=O)c1ccc(N/N=C(\C)c2ccc(OC)cc2O)nc1,0,35,-35,21,-5,-17,0,-41,32,26,21
O=C(CCC(=O)NNC(=O)COc1ccc(Br)cc1Br)NCc1ccccc1,-18,-3,-30,4,-13,-3,7,-44,-8,7,9
CNS(=O)(=O)c1cnccc1N1CCN(C)CC1,0,0,-14,-3,-5,3,12,15,3,3,-6
Cc1onc(C(=O)NN)c1C(=O)N1CCN(C(c2ccccc2)c2ccccc2)CC1,7,-7,8,-12,-8,-20,5,-8,4,8,8

Complete entries, quoted from the list. Order of values: KKLEB tox	C8 TRAIL sens	TROY NFkB inh	NCOA1 inh	CF NFkB block	NCOA2 inhibitor	COUP-TFII inh	TWEAK Fn14 block	EBV LMP1 NFkB	NCOA3 inh	NR5A2 inv ag
Results for CCOc1ccc(N2C(=O)CC(n3nc(C)cc3C)C2=O)cc1 (stereo not drawn) → 8	9	-7	-13	2	8	-1	1	-7	0	-9
Results for C/C(=N\NC(=O)CNC(=O)c1ccncc1)c1ccc(C)cc1 → 6	8	-2	7	10	0	2	-7	-6	16	6

Sorted by value in CF NFkB block (high to low): three from the list above.
canonical_smiles	CF NFkB block
O=[N+]([O-])c1ccc(C(=S)N2CCC(Cc3ccccc3)CC2)cc1	22
COc1ccccc1C1=NNC(=NCc2ccccc2)SC1	2
Cc1onc(C(=O)NN)c1C(=O)N1CCN(C(c2ccccc2)c2ccccc2)CC1	-8

New compounds follow.
SMILES,KKLEB tox,C8 TRAIL sens,TROY NFkB inh,NCOA1 inh,CF NFkB block,NCOA2 inhibitor,COUP-TFII inh,TWEAK Fn14 block,EBV LMP1 NFkB,NCOA3 inh,NR5A2 inv ag
CCn1c(C)[n+](CCOCC[n+]2c(C)n(CC)c3cc(Cl)c(Cl)cc32)c2cc(Cl)c(Cl)cc21,5,-5,-18,-20,5,5,8,-11,-1,9,7
COc1cc(CC(=O)NC(c2ccccc2)c2ccccc2)cc(OC)c1OC,-5,-8,8,-1,-8,17,2,36,1,0,8
CCOc1ccccc1C(=O)NCC(=O)N(C)Cc1cccnc1,0,10,-8,16,-2,30,-1,16,1,5,11
COc1ccc(OC)c(-c2nnc3n2N=C(c2ccc(OC)c(OC4CCCC4)c2)CS3)c1,-21,25,47,16,66*,25,-28,13,48*,8,24
CCOCCCNC(=O)Cn1nc(-c2ccccc2)ccc1=O,-1,9,-3,-8,-8,10,3,6,-7,-10,-7
CCc1cccc(NC(=O)c2ccc(CNc3c(N4CCCC4)c(=O)c3=O)cc2)c1,-7,6,-9,7,34,-1,-1,-11,23,10,-2
CC1(NC(=O)Nc2cccc3ccccc23)CCS(=O)(=O)C1 (stereo not drawn),6,9,5,-1,-9,3,2,-12,-1,-15,3
O=C(COc1ncnc2ccccc12)NCc1ccc2c(c1)OCO2,-8,9,-24,2,-20,-22,4,14,6,13,-8
CSc1ncccc1C(=O)OCC(=O)N1CCOCC1,0,-9,-12,-4,-4,2,-23,11,1,7,-8
S=C(NCCCN1CCOCC1)Nc1cccc(Cl)c1,-2,7,17,8,16,9,-16,-2,6,1,21
CC(On1nnc2ccccc21)C(=O)N1CCN(Cc2ccccc2)CC1 (stereo not drawn),8,1,2,-2,-1,-10,-9,1,-6,18,3
Cc1ccc(Oc2cc(NC(=O)CCCn3nc(C)c([N+](=O)[O-])c3C)cc([N+](=O)[O-])c2)cc1,2,3,48,-25,-20,-16,6,30,3,2,-4
Cc1ccc(N(C(=O)CNC(=O)c2ccco2)C(C(=O)NC2CCCCC2)c2cccnc2)c(C)c1 (stereo not drawn),5,14,-3,-17,-1,-28,8,17,6,-10,-11
COc1ccc(N2CC(C(=O)N/N=C/c3ccc(C)cc3)CC2=O)cc1 (stereo not drawn),-26,2,15,-10,11,-29,8,5,11,11,44
CC(=O)C[C@H]1c2cc(C(F)(F)F)ccc2S(=O)(=O)N1C1CCCCC1,-11,2,-4,-1,7,7,3,4,-2,8,7
O=C(CNS(=O)(=O)c1cccs1)N1CCc2ccccc2C1,-7,-7,-57,-48,-1,-43,-16,-12,-33,-34,-74
Cc1cc(C)c(S(=O)(=O)N2CCCCC2C(=O)O)c(C)c1 (stereo not drawn),-2,-6,-1,-5,9,-10,12,-7,2,2,-4
CC1CN(c2nc3ccccn3c(=O)c2/C=C(\C#N)C(=O)N2CCOCC2)CC(C)O1 (stereo not drawn),-1,27,17,-7,-6,6,1,-3,-13,-12,-4
CC(=O)Nc1ccc(S(=O)(=O)Nc2ccc(Nc3ccccc3)cc2)cc1,-6,-4,22,14,18,-3,11,0,-3,6,-3
C[C@H]1CN([C@@H](C)CO)C(=O)CCCn2cc(nn2)CO[C@@H]1CN(C)C(=O)c1cc(-c2ccccc2)on1,11,1,-13,5,-11,2,-2,6,6,4,16
O=C(Nc1nnc(Cc2ccccc2)s1)C1CCN(C(=O)c2ccco2)CC1,-7,21,5,1,-2,-1,0,13,-1,12,4
CCN(CC)c1ccc(NC(=O)CSc2nnc3nc(C)cc(C)n23)cc1,-6,-3,-9,-12,11,-2,8,2,-2,13,-10
COc1ccc(C2(CNC(=O)c3ccc(N)cc3)CCCC2)cc1,-8,-7,1,11,-8,2,-9,-6,-11,11,5
CCOC(=O)C1CCCN(CCC(=O)Nc2ccc(F)c(F)c2)C1 (stereo not drawn),-2,0,8,-4,1,19,-7,16,-5,4,13
CCOc1ccc(CCNC(=O)C(CC)n2nc(C)n3c(cc4sccc43)c2=O)cc1OCC (stereo not drawn),4,3,-19,-39,3,-5,10,-6,1,14,13
COc1cc(C2c3cc4c(cc3OC(Nc3ccc(C(=O)O)cc3)C2C)OCO4)cc(OC)c1OC (stereo not drawn),0,3,16,-3,-8,-5,-11,24,4,1,48
O=C1CC(C(=O)N2CCCc3ccccc32)CN1c1ccc(Cl)cc1 (stereo not drawn),7,-4,7,-13,5,-22,-3,21,2,-8,15
CCOc1ccccc1N1CCN(CC(=O)NCCc2ccc(S(N)(=O)=O)cc2)CC1,-4,-1,10,1,-4,-17,5,-8,4,2,4
CCOc1ccc(NC(=O)C(C)Sc2nnnn2C)cc1 (stereo not drawn),-6,-2,-14,-41,2,-15,-18,-5,-5,-2,0
COc1ccc(C(=O)NNC(=O)CSc2nnc(C)n2CC2CCCO2)cc1 (stereo not drawn),-11,-2,-6,1,10,13,10,-3,6,0,-13
COCCn1c(N)c(N(Cc2ccccc2)C(=O)CN2C(=O)NC(C)(c3ccccc3)C2=O)c(=O)[nH]c1=O (stereo not drawn),-7,-8,10,-3,2,19,0,-13,-2,-20,-4
N#Cc1nc(N2CCCC2)nc(N2CCCC2)n1,-18,12,15,2,30,15,47*,10,34,17,19
CC1=NN(c2ccc(C)cc2C)C(=O)C1C(c1cccc(O)c1)C1C(=O)N(c2ccc(C)cc2C)N=C1C (stereo not drawn),14,10,37,-3,7,-12,-8,-22,-6,13,-2
